Source: PubChem (Broad Institute)
EWS-Fli block – blocks EWS/Fli oncoprotein-driven transcription | A673 NR0B1-luciferase reporter, viability-normalised | inhibition, % at 12.6 µM | 0.67% of 350,000 active | AID 651661;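 active means mean inhibition of at least 50% after viability correction, with every replicate also passing that limit; inconclusive means mean reaches 50% but only one of two replicates passes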;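 further: firefly luciferase signal divided by Alamar Blue viability fluorescence both relative to DMSO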
Xi reactivation – activators of X-chromosome reactivation in mouse fibroblasts; 0.055% of 360,000 active; activation, % at 7.58 µM; AID 743238; XiGFP mouse fibroblasts, % GFP-positive cells imaging, 3 d; cells co-treated with 5-aza-dC sensitizer; scaled so ellipticine positive control = 100%;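 active means mean normalized replicate activation at least 10% and every replicate at or above 10%; inconclusive means only one of the two criteria met; inactive means mean below 10% and not all replicates reach 10%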;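 further: 0% = median of on-plate neutral control wells and 100% = ellipticine 6 µM median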
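assay system = SV40-immortalized XiGFP fibroblast cells, line 68-5-11 | buffer or medium = DMEM plus 5-aza-dC sensitizer | doses = single-point pinned compound dosing | times = 3-day compound exposure, then 15 min fixation at room temperature | benchmarks = positive control ellipticine, 6 µM final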
E-selectin induc – E-selectin induction on HUVECs. P16581. HUVEC E-selectin immunofluorescence imaging; normalized: neutral wells 0, TNF-alpha wells 100. activation, % at 7.58 µM. 0.37% of 260,000 active;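 active means mean E-selectin-positive cell signal at least 10% of the positive control, reached in at least 60% of replicates, without over 20% cell loss; inconclusive means no rule given, readout overlaps actives, possibly toxicity-flagged; inactive means the rest, including those meeting only one limit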;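 further: in these data hits start at about 27%; measured in HUVEC primary endothelial cells; signal is the percent of cells scored E-selectin positive by PE staining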
Target sequence (P16581 whole entry, looked up): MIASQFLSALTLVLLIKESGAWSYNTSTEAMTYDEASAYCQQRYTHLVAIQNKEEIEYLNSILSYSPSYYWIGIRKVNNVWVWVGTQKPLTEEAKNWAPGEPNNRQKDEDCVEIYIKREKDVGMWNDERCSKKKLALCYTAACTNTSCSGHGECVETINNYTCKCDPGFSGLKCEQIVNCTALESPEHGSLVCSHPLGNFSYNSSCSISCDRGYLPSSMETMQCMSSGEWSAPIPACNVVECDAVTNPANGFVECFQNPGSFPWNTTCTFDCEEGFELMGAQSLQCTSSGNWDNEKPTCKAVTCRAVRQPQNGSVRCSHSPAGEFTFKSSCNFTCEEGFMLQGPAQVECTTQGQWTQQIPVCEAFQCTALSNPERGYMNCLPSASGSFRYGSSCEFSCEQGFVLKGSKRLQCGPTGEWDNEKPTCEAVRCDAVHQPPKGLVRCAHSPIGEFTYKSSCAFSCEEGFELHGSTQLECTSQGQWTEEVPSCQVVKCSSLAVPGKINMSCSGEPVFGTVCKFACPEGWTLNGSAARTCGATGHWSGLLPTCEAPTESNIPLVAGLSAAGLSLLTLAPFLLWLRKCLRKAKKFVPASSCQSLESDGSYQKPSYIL
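material = human umbilical vein endothelial cells (HUVEC), E-selectin induction | quantity = 3,000 cells/well | medium = EGM-2 growth medium on 0.1% gelatin-coated wells | technique = immunofluorescence imaging | read-out basis = % PE-positive cells | control set = TNF-alpha positive control, DMSO neutral control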
esBAF inh – SWI/SNF esBAF complex inhibition | mouse ES cells, Bmi1-luciferase knock-in reporter, 24 h; 100% = twice the neutral-well signal | reporter increase, % at 12.5 µM | 2% of 350,000 active | AID 602393; in the data active means activation above about 40%; inconclusive means no clear call, values can overlap the other calls;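 further: 0% = median of the plate's neutral control wells and 100% = double that signal; a rise in the Bmi1 reporter signal indicates esBAF inhibition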
RAD54 branch – inhibitors of human RAD54 branch migration | 0.14% of 360,000 active | AID 602329 | inhibition, % at 10.4 µM | RAD54 Holliday junction branch migration, FAM/BHQ fluorescence;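 active means mean normalized replicate activity at least 40 and at least half of replicates scoring 40 or more; inconclusive means only one of the two criteria met; inactive means mean below 40 and under half of replicates reaching 40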;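 further: 0% = median of neutral control wells and 100% = median of positive control wells; inhibitors cause a drop in the FAM fluorescence signal; in these data hits start at about 50%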
FN deposition inh – fibronectin deposition inhibition; 0.086% of 350,000 active; AH1F fibroblasts, Alexa488-fibronectin deposition fluorescence, overnight; inhibition, % at 12.6 µM; AID 743247;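 active means mean inhibition across replicates of 30% or more, regardless of how many single replicates reach that level; inconclusive means mean under 30% yet at least half of replicates reach 30%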;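 further: positive control wells lacked labelled fibronectin entirely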
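Test system: AH1F fibroblast monolayer depositing Alexa488-labelled fibronectin into matrix. Input: 10000 cells per well. Technique: fluorescence, ex 485 nm, em 525 nm. Buffer or medium: DMEM plus 2% serum, read in PBS. Timing: 1 h cell adhesion before compound, then overnight fibronectin incubation. Compound: single dose, pinned. Read-out basis: inhibition from reduced deposited-fibronectin fluorescence.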
S100A4 inh HTS – inhibitors of human S100A4 binding to myosin IIA peptide. AID 652163. S100A4/TAMRA-MyoIIA peptide fluorescence polarization. inhibition, % at 10.7 µM. P26447. 0.14% of 360,000 active;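 active means mean inhibition of at least 70% across replicates, with every replicate also reaching that level; inconclusive means mean inhibition reaches 70% but some replicates fall short; inactive means mean inhibition below 70%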
Target sequence (P26447 whole entry, looked up): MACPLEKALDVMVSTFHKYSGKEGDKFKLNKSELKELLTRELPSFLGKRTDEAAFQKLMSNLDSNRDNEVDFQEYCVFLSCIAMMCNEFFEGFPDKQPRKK
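Assay system: human S100A4 monomer with TAMRA-labelled myosin IIA peptide / Buffer or medium: Calcium-containing HEPES buffer, pH 7.2 / Reagent: TAMRA-labelled myosin IIA heavy-chain peptide probe, 5 nM / Compound: one dose per compound / Timing: polarization read 5 min after assay mix addition, stable 5–60 min / Benchmarks: neutral control DMSO, positive control TFP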
RAD52 anneal inh – blocks human RAD52 DNA annealing | P43351 | recombinant RAD52 DNA annealing, FRET fluorescence | inhibition, % at 18.7 µM | 0.46% of 360,000 active | AID 651710;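 active means every replicate showing at least 50% inhibition; inconclusive means mean inhibition at least 50% but not in every replicate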
* = called active by the depositor; ? = inconclusive; / = no result given; & = joins results of further samples.

SMILES	EWS-Fli block	Xi reactivation	E-selectin induc	esBAF inh	RAD54 branch	FN deposition inh	S100A4 inh HTS	RAD52 anneal inh
COc1cccc(S(=O)(=O)N[C@H]2CC[C@H](CC(=O)NCc3ccncc3)O[C@H]2CO)c1	-5	-0.3	-0.4	2	-4	3	7	-2
O=C1CSC(c2cccnc2)N1CCc1ccccn1 (stereo not given)	-2	0.0	/	/	/	2	-1	1
Cc1ccc(Cl)cc1NC(=O)C1CC(=O)N(C(C)C)C1 (stereo not given)	9	0.0	/	-8	12	-8	-3	-21
O=C(N/N=C/c1cccs1)c1cc(-c2ccc(Cl)s2)[nH]n1	2	0.3	25	6	3	21	-9	-15
CCCC(=O)N(c1ccc(OCC)cc1)S(=O)(=O)c1ccc2c3c(cccc13)C(=O)N2C	/	-0.1	0.0	5	-3	-8	-8	-14
CCC(=O)N1CC2(C1)[C@H](c1ccc(-c3ccc(F)cc3)cc1)[C@@H](CO)N2C(=O)CC	3	0.2	0.1	/	/	3	5	-5
C[C@@H]1CN([C@@H](C)CO)C(=O)c2cc(NS(=O)(=O)c3ccccc3)ccc2O[C@@H]1CN(C)Cc1ccc(Cl)c(Cl)c1	-19	1.3	-0.1	4	-2	-28	-1	-21
CCC/C=C/c1ccc(CN2C(C)C(=O)N(Cc3cn(CCC4OCCCO4)nn3)CCS2(=O)=O)cc1 (stereo not given)	5	-0.2	-0.1	-5	4	1	1	-1
O=C(CSc1nnc(Nc2ccccc2F)s1)NC(=O)CN1CCCC1=O	-19	-0.1	-0.6	8	-2	-10	-1	-4
COCC(=O)Nc1ccc2c(c1)C(=O)N(C)C[C@@H](OC)[C@@H](C)CN(CC1CCCCC1)[C@H](C)CO2	0	0.2	3.9	-2	3	-9	2	-4
C/C(Sc1nnc(Cc2ccccc2)o1)=C(/O)c1ccccc1	6	/	/	-7	5	/	-11	0
CCOc1ccc(NC(=O)CN(C)C(=O)c2ccc3[nH]c4c(c3c2)CC(C)CC4)cc1OCC (stereo not given)	-1	0.0	0.4	-3	3	-3	0	-15
COc1cccc(-c2cnc3c(c2)C(=O)N([C@H](C)CO)C[C@H](C)[C@H](CN(C)C(=O)Nc2cccc4ccccc24)O3)c1	19	-1.0	0.9	-1	1	/	6	-5
CCOC(=O)c1noc2c1CCC2	3	0.2	0.1	/	/	/	-2	-15
CCC(C)c1ccccc1NC(=O)COC(=O)C1=NN(c2ccccc2)C(=O)CC1 (stereo not given)	-3	0.0	-0.3	5	0	9	7	5
CCCNC(=O)C[C@H]1CC[C@@H]2[C@@H](COc3ccc(NC(=O)c4ccc(Cl)cc4)cc3C(=O)N2C)O1	-34	0.4	0.0	5	-6	-14	-31	31
CC(C)NC(=O)N(C)C[C@@H]1Oc2ccc(NC(=O)Nc3ccccc3)cc2C(=O)N([C@@H](C)CO)C[C@@H]1C	-5	-0.3	-1.5	-4	-5	/	-9	-1
Nc1ccc(Nc2nc(-c3ccncc3)cs2)cc1	-40	/	/	35	-12	/	0	-9
Cn1c(SCc2nc3ccccc3[nH]2)nnc1-c1cccnc1	/	/	/	-3	3	/	1	-2
COc1ccc(-n2c(N)c(C#N)c3ccc([N+](=O)[O-])cc3c2=O)cc1	-10	-0.1	/	/	/	-9	11	-23
Cc1ccc(C(C(=O)NCc2ccco2)N(C(=O)CNC(=O)c2cccs2)c2c(C)cccc2C)cc1 (stereo not given)	17	0.2	-0.2	/	/	-4	-2	-4
O=C(NC1CCCCC1)C(=O)c1c[nH]c2ccccc12	-123	0.0	0.0	45*	3	4	-1	-10
CCOc1cc(S(=O)(=O)N2CCCC2)ccc1Cl	1	/	/	-11	6	/	-2	-6
CC(C)(C)OC(=O)C[C@@H]1C/C=C\C[C@H](CC(=O)NCCO)C(=O)NC[C@@H](c2ccccc2)OC1=O	0	0.0	0.0	-4	-4	-4	-2	-8
CCN(Cc1ccccc1)S(=O)(=O)c1cc2c3c(c1)CCN3C(=O)CC2	1	0.3	4.4	2	/	-5	3	-4
Cc1ccc(S(=O)(=O)Nc2cccc(Cl)c2)cc1NC(=O)c1cccnc1	9	0.0	/	1	-1	/	5	-16
CCOc1ccc(NC(=O)CN2CCN(CC(=O)Nc3ccc(C(N)=O)cc3)CC2)cc1	1	0.3	5.2	-8	7	5	2	4
CC1(c2ccccc2)NC(=O)N(CC(=O)Nc2cccc(C#N)c2)C1=O (stereo not given)	/	/	-0.1	-6	-4	-1	/	/
CCCCN1C(=O)C(=O)N(CC(=O)N2CCN(c3ccccc3)CC2)C1=O	-9	-0.2	0.2	/	/	-1	0	-7
O=C(NNC(=O)C1CCC1)c1ccc(F)cc1	7	0.0	1.5	-9	-8	/	-1	8
Cc1ccc(CNC(=O)C2CC(c3cccc(F)c3)=NO2)cc1 (stereo not given)	-11	0.1	0.0	0	5	-10	-5	-24
C[C@@H]1CN([C@H](C)CO)C(=O)c2cc(NS(=O)(=O)c3ccc(F)cc3)ccc2O[C@@H](C)CCCCO[C@@H]1CN(C)C(=O)Cc1ccccc1	18	0.1	-0.1	-3	-6	/	/	/
Cc1ccccc1NC(=O)Cn1cnc2c(oc3nc4c(cc32)CCCC4)c1=O	-14	0.0	-0.7	2	-5	4	-5	-23
O=C(NC1CC1)C1=C[C@H](c2coc3ccccc3c2=O)C[C@H](OCc2ccc(CO)cc2)O1	-5&-10	0.3	-0.1	-1	-4&4	-2	6	-17
CC(=O)N1C[C@H]2CON(C)[C@H]2C[C@H]1c1cccc(N2CCOCC2)c1	-1	-0.1	-0.2	-3	-14	/	0	-8
CS(=O)(=O)N(CCc1ccccc1)CC(=O)NCc1ccccc1Cl	-3	0.0	/	-5	0	7	4	-18
CC(=O)Nc1cccc(NC(=O)CSc2nnc3ccc(-c4cccnc4)nn23)c1	-8	0.0	1.2	/	/	-1	-2	-2
Cc1ccc(-n2ncc3c2CC(C)(C)CC3NC(=O)c2c(C)noc2C)cc1 (stereo not given)	-1	0.2	-0.5	8	-2	0	-2	-13
Cc1ccc(NC(=S)NCCc2ccc(Cl)cc2)c(C)c1	-10	0.1	/	2	5	-1	1	-8
Cc1ccc(N2CC(C(=O)Nc3ccc(S(=O)(=O)Nc4nccs4)cc3)CC2=O)cc1C (stereo not given)	1	0.1	-0.1	-3	16	0	2	2
Cc1ccccc1Oc1ccc2c(c1)[C@@H]1C[C@H](N(C)C(=O)c3ccc(C#N)cc3)[C@H]([C@H](C)O)C(=O)N1CC2	-1	-0.2	/	7	-19	2	4	-21
O=C(c1ccc(Cl)cc1)N1CCN(C(=O)C2CCCCC2)CC1	6	0.4	-0.3	6	-9	-3	-4	-10
CS(=O)(=O)N1[C@H](C#N)[C@H](c2ccc(C#CC3CCCC3)cc2)[C@H]1CO	-39	0.0	0.1	4	1	-5	-6	-8
COc1ccc(C(=O)C2CCN(C(=O)c3ccc(F)cc3)CC2)cc1	3	0.1	?	-6	0	12	5	-5
O=C(NC1=NCCS1)c1ccc(C(F)(F)F)cc1	-83	0.0	0.0	53*	1	0	-2	-7
CCOCCCNCc1ccc(OCCC(C)C)c(OC)c1	6	0.2	/	-4	-10	/	2	-18
C=C(C)COc1ccc(-c2[nH]ncc2Oc2ccc(OC)cc2)c(O)c1	-1	0.3	/	28	7	3	6	-8
CCC(=O)Nc1ccc2c(c1)OC[C@H](C)N(C(C)=O)C[C@H](C)[C@@H](OC)CN(C)C2=O	1	-0.4	-0.1	-4	-6	-7	1	-4
COc1ccc(S(=O)(=O)N(C)C[C@H]2OCCCC[C@H](C)Oc3ccc(NC(=O)Nc4ccc(C(F)(F)F)cc4)cc3C(=O)N([C@H](C)CO)C[C@@H]2C)cc1	10	0.1	0.2	-8	-3	-7	-11	3
O=C(NCC[C@H]1CC[C@@H](NC(=O)C2CCOCC2)[C@@H](CO)O1)c1ccc(F)cc1	10	0.1	-0.2	-3	-7	-11	1	6
CCn1c(SCC(=O)Nc2ccc(C)cc2)nc2nc3c(cc2c1=O)COC(C)(C)C3	-5	0.0	-0.1	2	-6	0	-3	-14
CSC1=NN(c2ccccc2)CN(c2ccccc2)N1C	-6	0.0	/	/	-1	0	-25	-3
Cc1ccc(S(=O)(=O)Nc2ccc3c(c2)CC(=O)N([C@@H](C)CO)C[C@H](C)[C@@H](CN(C)CC2CCCCC2)O3)cc1	-11	-0.1	1.2	-2	-5	/	-4	13
CN1CCN(C(=O)[C@H]2[C@H](CO)[C@H]3Cn4c(ccc(-c5cncnc5)c4=O)[C@H]3N2CC2CC2)CC1	-7	0.2	-0.2	-3	2	/	6	3
COc1ccccc1C(=O)NCCC(=O)NCC(c1ccco1)N1CCCCC1 (stereo not given)	0	0.2	0.3	-5	/	-4	-3	-9
Cc1ccc2nc3c(c(C(=O)OCC(=O)N(C)C4CCS(=O)(=O)C4)c2c1)CCCC3 (stereo not given)	-6	0.0	/	/	/	/	1	-8
O=C(Cn1nnc(-c2ccccc2F)n1)NCCc1ccccc1	-12	0.4	-0.4	1	-6	5	0	-11
Cc1onc(-c2c(Cl)cccc2Cl)c1C(=O)NCC1CCCO1 (stereo not given)	-4	/	/	-3	16	/	3	-9

Compound profiles (already shown).
Results for `Cc1ccc2nc3c(c(C(=O)OCC(=O)N(C)C4CCS(=O)(=O)C4)c2c1)CCCC3` (stereo not given) : EWS-Fli block = -6; Xi reactivation = 0.0; E-selectin induc = /; esBAF inh = /; RAD54 branch = /; FN deposition inh = /; S100A4 inh HTS = 1; RAD52 anneal inh = -8
Results for `COc1ccccc1C(=O)NCCC(=O)NCC(c1ccco1)N1CCCCC1` (stereo not given) : EWS-Fli block = 0; Xi reactivation = 0.2; E-selectin induc = 0.3; esBAF inh = -5; RAD54 branch = /; FN deposition inh = -4; S100A4 inh HTS = -3; RAD52 anneal inh = -9
Results for `O=C(Cn1nnc(-c2ccccc2F)n1)NCCc1ccccc1` : EWS-Fli block = -12; Xi reactivation = 0.4; E-selectin induc = -0.4; esBAF inh = 1; RAD54 branch = -6; FN deposition inh = 5; S100A4 inh HTS = 0; RAD52 anneal inh = -11

An excerpt of these results, as a markdown table:
| mol | EWS-Fli block | Xi reactivation | E-selectin induc | esBAF inh | RAD54 branch | FN deposition inh | S100A4 inh HTS | RAD52 anneal inh |
| --- | --- | --- | --- | --- | --- | --- | --- | --- |
| COc1ccc(C(=O)C2CCN(C(=O)c3ccc(F)cc3)CC2)cc1 | 3 | 0.1 | ? | -6 | 0 | 12 | 5 | -5 |
| O=C(NC1=NCCS1)c1ccc(C(F)(F)F)cc1 | -83 | 0.0 | 0.0 | 53* | 1 | 0 | -2 | -7 |
